From PubChem BioAssay
SENP8 block-1: inhibitors of human SENP8 protease; 1.2% of 330,000 active; purified SENP8, Z-RLRGG-aminoluciferin cleavage, luminescence; inhibition, % at 10 µM; Q96LD8; AID 2540; in the data active means inhibition above about 50%
SENP6 block: inhibitors of human SENP6 protease. Q9GZR1. Recombinant SENP6 catalytic domain, aminoluciferin luminescence. inhibition, % at 10 µM. 1.8% of 330,000 active. AID 2599;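 active means inhibition above about 50% at the single tested dose, limit read from the data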;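 further: plate controls were DMSO wells with enzyme for no effect and DMSO wells lacking enzyme for full effect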
Target sequence (Q9GZR1 628-1112 limits assumed): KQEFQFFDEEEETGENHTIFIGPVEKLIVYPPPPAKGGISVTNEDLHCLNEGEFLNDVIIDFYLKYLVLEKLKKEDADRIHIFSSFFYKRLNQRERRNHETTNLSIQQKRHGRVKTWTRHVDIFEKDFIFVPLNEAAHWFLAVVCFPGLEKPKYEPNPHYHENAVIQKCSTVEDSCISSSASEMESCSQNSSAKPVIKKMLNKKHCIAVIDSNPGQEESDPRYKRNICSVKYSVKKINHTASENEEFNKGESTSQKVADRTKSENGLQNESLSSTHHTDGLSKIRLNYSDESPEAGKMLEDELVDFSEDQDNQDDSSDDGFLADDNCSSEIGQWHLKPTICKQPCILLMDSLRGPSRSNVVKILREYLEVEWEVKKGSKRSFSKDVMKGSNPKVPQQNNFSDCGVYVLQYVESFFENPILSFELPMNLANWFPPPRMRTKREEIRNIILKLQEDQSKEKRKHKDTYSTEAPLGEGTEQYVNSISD
UBC13 polyUb: inhibitors of human UBC13 polyubiquitin chain formation | P61088 | inhibition, % at 20 µM | 0.47% of 330,000 active | TR-FRET; in the data active means inhibition above about 45%, passing the limit was not always enough
Target sequence (P61088 whole entry, looked up): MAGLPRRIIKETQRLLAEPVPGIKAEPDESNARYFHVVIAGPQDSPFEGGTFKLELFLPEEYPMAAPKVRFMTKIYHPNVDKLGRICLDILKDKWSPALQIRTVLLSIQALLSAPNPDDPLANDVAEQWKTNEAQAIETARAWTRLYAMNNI
Apaf-1 inh: inhibitors of human Apaf-1 apoptosome; inhibition, % at 20 µM; reconstituted apoptosome caspase-3 activity, DEVD-Rh110 fluorescence; 0.71% of 330,000 active; O14727; active means inhibition of at least 40% at 20 µM;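 further: plate controls were DMSO wells for no effect and DEVD-CHO caspase inhibitor wells for full effect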
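System – cell-free apoptosome with Apaf-1, procaspase-3 and caspase-9 · Buffer or medium – pH 7.5 Hepes buffer with CHAPS, BSA, DTT · Also added – cytochrome c with DEVD-Rh110 · Times – 30 min compound preincubation, 50 min activation, room temperature · Technique – Rh110 fluorescence intensity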
A3G deaminase: blocks human APOBEC3G single-stranded DNA deamination | 0.28% of 330,000 active | inhibition, % at 20 µM | recombinant A3G, ssDNA deamination FAM/TAMRA fluorescence;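 active means inhibition of at least 40% at 20 µM, with no more than 30% in the related APOBEC3A deaminase screen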;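 further: plate controls were DMSO wells with A3G for no effect and wells lacking A3G enzyme for full effect; some compounds called inactive have numbers as strong as hits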
SENP1 inh: SENP1 (human) catalytic domain inhibition; Q9P0U3; recombinant SENP1 catalytic domain, CyPet-SUMO1-YPet FRET cleavage; inhibition, % at 10 µM; 0.21% of 360,000 active;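 active means inhibition at least 30% at 10 µM, raw YFP signal under a set limit, fluorescence ratio 0.5 to 1.5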;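 further: 0% = enzyme with DMSO and 100% = no enzyme wells; some results filed as inactive read as strong as hits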
Target sequence (Q9P0U3 419-644 limits assumed): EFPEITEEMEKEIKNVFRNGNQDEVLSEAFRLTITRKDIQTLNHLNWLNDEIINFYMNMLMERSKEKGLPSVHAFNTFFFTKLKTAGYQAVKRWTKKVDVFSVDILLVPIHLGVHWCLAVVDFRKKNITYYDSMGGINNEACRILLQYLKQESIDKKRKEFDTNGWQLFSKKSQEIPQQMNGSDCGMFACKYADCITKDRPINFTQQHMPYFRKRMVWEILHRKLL
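Assay system – human recombinant His6-tagged SENP1 catalytic domain enzyme · Input – SENP1 enzyme, 20 pM final · Buffer or medium – Tris pH 8 buffer plus EDTA, NaCl, BME, BSA, NP40, catalase · Schedule – 50 min reaction at room temperature · Technique – FRET read of cyan and yellow fluorescence · Control set – no-enzyme wells low, DMSO-plus-enzyme wells high control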
SENP7 inh: SENP7 protease inhibition; Q9BQF6; recombinant SENP7, Z-RLRGG-aminoluciferin luminescence, 40 min; inhibition, % at 5 µM; 1.5% of 330,000 active; AID 434973;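 active means inhibition above about 50% at the single test dose, limit read from the data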;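 further: plate controls were DMSO with enzyme for no effect and no enzyme buffer wells for full effect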
SENP8 block-2: blocks human SENP8 cleavage of Nedd8 substrate | Q96LD8 | recombinant SENP8, Nedd8 substrate fluorescence | inhibition, % at 20 µM | 0.64% of 360,000 active | AID 602440; in the data active means inhibition mostly above about 40%, no sharp cut-off; inactive means mostly below about 27%
An asterisk follows results filed as active.

SMILES	SENP8 block-1	SENP6 block	UBC13 polyUb	Apaf-1 inh	A3G deaminase	SENP1 inh	SENP7 inh	SENP8 block-2
CCc1ccccc1NC(=S)NC1CC2CCC(C1)N2Cc1ccco1 (stereo unspecified)	-12	-24	-2	-12	-6	-2	-18	20
CN(C)C(=S)SCC(=O)Nc1cccc(C(F)(F)F)c1	-2	-2	1	-7	-3	1	-3	9
CCOC(=O)c1ccc(-c2ccc(CO)o2)cc1	29	65*	14	3	-7	-2	55*	-272
Cn1c(NC2CCCCC2)c(N=O)c(=O)n(C)c1=O	-7	-7	3	-6	-6	0	5	1
COc1ccc(/C=C2\NC(=S)N(CC3CCCO3)C2=O)c(OC)c1C (stereo unspecified)	4	-49	2	10	-5	-130	3	-3
Oc1cccc(C2c3[nH]c4ccccc4c3CCN2Cc2ccoc2)c1 (stereo unspecified)	-2	-20	-2	-1	-2	-21	2	-21
C[C@]1(C(=O)NCCCNc2ncc(C(F)(F)F)cc2Cl)C=C[C@@H](Cc2ccccc2)N1C(=O)c1ccccc1	-6	-14	24	32	3	3	8	14
CC(=O)c1ccc(NC(=O)NCc2ccc(F)cc2)cc1	-9	-8	-4	10	-6	3	3	0
COc1ccc(S(=O)(=O)NCCN2CCOCC2)c2ccccc12	0	6	-1	1	-6	-1	1	2
CCOc1ccc(CN2CCN(S(=O)(=O)c3ccc(NC(C)=O)cc3)CC2)cc1OC	-4	-8	4	-10	0	2	-5	8
N#C/C(N)=C(/C#N)N=Cc1cccc(Cl)c1	-8	-13	0	4	-9	0	-4	-19
CC(C)c1nc2sc3c(=O)[nH]c(=S)[nH]c3c2c2c1CCCC2	-2	-11	-7	-8	-3	0	0	1
Cc1ccc(-c2cc3nn(-c4ccccc4)c(N)c3c(=O)o2)cc1	-5	-1	0	16	-7	1	-2	-271
NS(=O)(=O)c1ccc(CNC(=O)/C=C/c2cccc([N+](=O)[O-])c2)cc1	1	-7	18	-17	-5	0	4	6
CN1CCc2c(sc(NC(=O)CS(=O)(=O)c3ccccc3)c2C(N)=O)C1	-3	-11	-7	-13	-9	-147	8	-17
Cn1cccc1/C=N/NC(=O)c1ccncc1	0	-10	0	0	4	1	1	17
Cc1ccsc1/C=N/NC(=O)Cc1cc(=O)[nH][nH]1	6	6	-4	58*	-4	2	11	30
COc1ccc(CC(=O)OC(C)CN2CCCCC2)cc1 (stereo unspecified)	1	5	4	4	-3	4	5	12
O=C(NCCNC1CCC(c2ccccc2)CC1)c1cccs1 (stereo unspecified)	3	10	-2	-5	-6	3	-2	11
COc1ccccc1N(C)S(=O)(=O)c1ccc(C(=O)Nc2nc(C)cs2)cc1	-10	-1	-11	21	-2	0	0	-1
Cc1ccccc1OCCCc1c(C)n[nH]c1C	1	-3	7	6	-2	3	5	3
CCOc1ccc(NS(=O)(=O)c2c(C)nc3sc(CC)nn3c2=O)cc1	4	-9	-1	5	-8	0	1	4
COc1ccc(CCN(C)C(=O)c2cc(S(=O)(=O)N3CCCCCC3)ccc2OC)cc1OC	-8	-2	16	18	-4	0	2	7
CCC(Sc1nc(=O)cc(N)n1CCc1ccccc1)C(=O)Nc1cc(C)on1 (stereo unspecified)	-5	-2	-8	16	-12	-3	-14	3
COc1ccc(C(=O)CC2OC(=O)c3c2ccc(OC)c3OC)cc1 (stereo unspecified)	0	-28	1	16	0	4	1	17

Complete entries from above. Screens in order: SENP8 block-1	SENP6 block	UBC13 polyUb	Apaf-1 inh	A3G deaminase	SENP1 inh	SENP7 inh	SENP8 block-2
Record of CCOc1ccc(NS(=O)(=O)c2c(C)nc3sc(CC)nn3c2=O)cc1 → 4	-9	-1	5	-8	0	1	4
Record of COc1ccc(C(=O)CC2OC(=O)c3c2ccc(OC)c3OC)cc1 (stereo unspecified) → 0	-28	1	16	0	4	1	17

Other compounds follow.
SMILES	SENP8 block-1	SENP6 block	UBC13 polyUb	Apaf-1 inh	A3G deaminase	SENP1 inh	SENP7 inh	SENP8 block-2
COc1cccc(NC(=O)CN2CCc3ccccc3C2)c1	2	5	1	-8	-8	-1	1	16
Cc1ccc(Cl)c(OCC(=O)N(C)CC(=O)Nc2ccc(N3CCOCC3)cc2)c1	-6	-5	-4	7	-6	0	-7	4
O=C(c1ccccc1)N(Cc1ccc(F)cc1)C1CCS(=O)(=O)C1 (stereo unspecified)	6	14	3	-15	-3	3	15	10
CCSc1nnc(NC(=O)CSc2nc(CC)nc3c2c(=O)n(C)c(=O)n3C)s1	-6	-22	-1	16	-1	3	11	6
C=CCN(c1ccccc1)S(=O)(=O)c1cccc(C(=O)OCC(=O)NC2CC2)c1	4	-14	1	-3	-3	-1	0	9
COC(=O)c1sccc1-c1ccc(/C=N/OC(=O)c2ccccc2)o1	-9	7	-9	13	1	-5	2	-299
COCCNS(=O)(=O)c1cc(OC)ccc1OC	-7	2	-6	-3	-1	2	-10	5
CCOC(=O)COn1c(=O)c(-c2ccc(C)cc2)[n+]([O-])c2ccccc21	-2	-1	1	4	-4	1	8	-13
C=CCN(C(=O)Cn1nnc2ccccc21)C(C(=O)NCCOC)c1ccc(OC)cc1OC (stereo unspecified)	-3	-2	-10	3	-2	4	2	9
O=C(O)CCN1C(=O)/C(=C\c2ccc(OCc3ccccc3)c(OCc3ccccc3)c2)SC1=S	14	-2	-26	-56	-8	-50	4	6
NC(=O)CC(NC(=O)c1ccccc1)c1ccc(NCCCN2CCCC2=O)c([N+](=O)[O-])c1 (stereo unspecified)	2	-3	-64	-3	2	2	-2	18
C=CCOc1c2ccc(C(=O)NCc3ccc(C)cc3)cc2nn1C	13	-3	12	-10	-6	1	-7	-490
CN(Cc1ccc(OC(F)F)cc1)C(=O)/C=C/c1ccc(S(=O)(=O)N2CCOCC2)cc1	5	-13	-2	5	-1	0	0	7
CC(=O)N(CCN(C)C)c1nc2cc3c(cc2s1)OCCO3	-7	-8	-2	-2	-3	0	9	11
COc1cc(OC)c(C2CC(=O)N3CN(C)CSC3=C2C#N)cc1OC (stereo unspecified)	0	-4	-7	14	12	-30	4	79*
COC(=O)CN(c1c(C)cccc1C)S(C)(=O)=O	-3	-1	12	4	-2	1	-2	12
O=C(c1cc(S(=O)(=O)N2CCOCC2)ccc1Cl)N1CCN(c2ccccn2)CC1	-6	0	-17	20	-6	0	-15	10
O=C(NCCc1c[nH]c2ccccc12)C1CCN(c2nnc(N3CCCC3=O)s2)CC1	6	-8	6	-8	-4	-3	3	-7
Cc1ccc(C(=O)Nc2ncc(C)s2)s1	45	61*	-16	3	-8	0	57*	-9
CCOC(=O)N1CCN(C(=O)C(=O)Nc2ccc3nc4n(c(=O)c3c2)CCCCC4)CC1	-2	6	-2	5	-7	5	1	10
Cc1ccc(O)c(C(=O)c2cnc3c(c2)CN(C)C(=O)N3)c1	-1	-8	15	-11	-3	-2	-3	-19
COC(=O)c1ccc(NC(=O)CN2C(=O)c3ccccc3S2(=O)=O)cc1	0	6	0	-1	-6	1	6	7
CS(=O)(=O)N1CCC(C(=O)Nc2cccc(C(F)(F)F)c2)CC1	-12	-10	-5	17	-8	1	-8	25
Cc1ccc(NC(=O)N2CCC(O)(c3ccc(Cl)cc3)CC2)cc1	-3	-2	1	2	-3	0	4	8
CCOC(=O)c1cn(CC)c2ccc(S(=O)(=O)N3CCC(C)CC3)cc2c1=O	43	14	-7	5	-5	0	-2	15

Going on with the list.
SMILES	SENP8 block-1	SENP6 block	UBC13 polyUb	Apaf-1 inh	A3G deaminase	SENP1 inh	SENP7 inh	SENP8 block-2
Cc1c(C(=O)N/N=C/c2cccnc2)nnn1-c1nonc1N	-10	11	2	5	1	-1	-11	12
COc1ccccc1NC(=O)CSc1nnc(-c2ccoc2C)n1C	-3	6	8	-1	-5	2	3	0
COc1ccccc1C1(CC(=O)Nc2nccs2)CCOC(C(C)C)C1 (stereo unspecified)	-13	-20	-3	3	0	1	-13	18
CC1CCN(Cc2cnc(Cl)s2)CC1	-9	-20	1	3	-2	0	-5	18
COC(=O)/C=C1/N/C(=N\c2nc(C)cc(C)n2)N(c2ccc(C)c(C)c2)C1=O	-6	-10	-16	3	-8	1	-6	28
O=C(CP(=O)(c1ccccc1)c1ccccc1)N1CCOCC1	-5	-9	4	8	-2	2	16	8
O=C(C1CCC(CNS(=O)(=O)c2ccc(F)cc2)CC1)N1CCOCC1 (stereo unspecified)	-3	3	10	1	-7	3	-1	19
NS(=O)(=O)c1cccc(NC(=O)CSc2nnc(-c3ccncc3)n2C2CC2)c1	-4	7	-4	-26	-8	-6	9	-103
OCc1nc2ccccc2n1Cc1ccc(Cl)cc1	-6	-13	-2	5	-2	1	9	11
CC1=C(C(=O)OCc2ccc3c(c2)OCO3)C(c2ccc(F)cc2)NC(=O)N1 (stereo unspecified)	-4	-5	2	12	-6	1	3	17
COc1ccccc1OCC(=O)Nc1sc2c(c1C(N)=O)CCC2	-16	-4	-7	7	14	-4	-7	-136
Cc1cc(OC(=O)c2c(Cl)cccc2Cl)nc(C)n1	-6	-7	-15	6	-4	1	-6	5
Cc1nnsc1SCCNC(=O)c1c(F)cccc1F	-10	-20	-4	-6	-2	0	11	17

15 successive entries already listed, for reference:
SMILES	SENP8 block-1	SENP6 block	UBC13 polyUb	Apaf-1 inh	A3G deaminase	SENP1 inh	SENP7 inh	SENP8 block-2
Cc1ccc(NC(=O)N2CCC(O)(c3ccc(Cl)cc3)CC2)cc1	-3	-2	1	2	-3	0	4	8
CCOC(=O)c1cn(CC)c2ccc(S(=O)(=O)N3CCC(C)CC3)cc2c1=O	43	14	-7	5	-5	0	-2	15
Cc1c(C(=O)N/N=C/c2cccnc2)nnn1-c1nonc1N	-10	11	2	5	1	-1	-11	12
COc1ccccc1NC(=O)CSc1nnc(-c2ccoc2C)n1C	-3	6	8	-1	-5	2	3	0
COc1ccccc1C1(CC(=O)Nc2nccs2)CCOC(C(C)C)C1 (stereo unspecified)	-13	-20	-3	3	0	1	-13	18
CC1CCN(Cc2cnc(Cl)s2)CC1	-9	-20	1	3	-2	0	-5	18
COC(=O)/C=C1/N/C(=N\c2nc(C)cc(C)n2)N(c2ccc(C)c(C)c2)C1=O	-6	-10	-16	3	-8	1	-6	28
O=C(CP(=O)(c1ccccc1)c1ccccc1)N1CCOCC1	-5	-9	4	8	-2	2	16	8
O=C(C1CCC(CNS(=O)(=O)c2ccc(F)cc2)CC1)N1CCOCC1 (stereo unspecified)	-3	3	10	1	-7	3	-1	19
NS(=O)(=O)c1cccc(NC(=O)CSc2nnc(-c3ccncc3)n2C2CC2)c1	-4	7	-4	-26	-8	-6	9	-103
OCc1nc2ccccc2n1Cc1ccc(Cl)cc1	-6	-13	-2	5	-2	1	9	11
CC1=C(C(=O)OCc2ccc3c(c2)OCO3)C(c2ccc(F)cc2)NC(=O)N1 (stereo unspecified)	-4	-5	2	12	-6	1	3	17
COc1ccccc1OCC(=O)Nc1sc2c(c1C(N)=O)CCC2	-16	-4	-7	7	14	-4	-7	-136
Cc1cc(OC(=O)c2c(Cl)cccc2Cl)nc(C)n1	-6	-7	-15	6	-4	1	-6	5
Cc1nnsc1SCCNC(=O)c1c(F)cccc1F	-10	-20	-4	-6	-2	0	11	17
